# CAL PDZ FP-1 = blocks peptide binding to the human CAL PDZ domain | Q9HD26 | AID 602252 | 300,000 tested, 0.92% active | inhibition, % at 24.9 µM | purified CAL PDZ, TMR-peptide fluorescence polarization, 1 h;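 active means mean inhibition of at least 30% with at least half of replicates also reaching 30%; inconclusive means no clear call, values can overlap the other calls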;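 further: 0% = DMSO neutral control and 100% = excess unlabeled competitor peptide PRC23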
# Rtt109 HAT inh = C. albicans Rtt109 histone acetyltransferase inhibition | 330,000 tested, 0.16% active | purified Rtt109/Vps75, ThioGlo CoA-SH fluorescence, 4 h | inhibition, % at 34.9 µM | AID 540336 | Q5AAJ8;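 active means inhibition of at least 50% in every replicate; inconclusive means best replicate reaches 50% inhibition but some replicates fall short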
# Target sequence (Q5AAJ8 whole entry, looked up): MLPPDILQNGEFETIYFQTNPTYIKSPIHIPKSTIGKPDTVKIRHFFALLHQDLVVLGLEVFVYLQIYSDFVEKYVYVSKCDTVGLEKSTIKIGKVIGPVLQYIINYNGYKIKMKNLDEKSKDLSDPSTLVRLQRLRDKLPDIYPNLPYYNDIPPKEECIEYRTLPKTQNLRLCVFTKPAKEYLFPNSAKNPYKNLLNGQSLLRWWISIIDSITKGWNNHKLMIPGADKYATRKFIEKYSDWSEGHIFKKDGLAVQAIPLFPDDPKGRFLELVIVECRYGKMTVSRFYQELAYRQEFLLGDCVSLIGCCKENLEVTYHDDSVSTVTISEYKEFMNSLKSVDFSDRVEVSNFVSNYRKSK
# SR-BI HDL uptake = blocks mouse SR-BI lipid uptake from DiI-HDL; Q61009; ldlA[mSR-BI] CHO cells, DiI-HDL uptake fluorescence, 3 h; inhibition, % at 12.5 µM; 320,000 tested, 0.96% active;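 active means mean replicate inhibition of at least 70% and a set share of replicates each scoring 70 or more; inconclusive means meets just one of the two criteria; inactive means fails both criteria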;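 further: 0% = median of neutral control wells and 100% = median of positive control wells; values of inactives mirror those of a sister screen read the other way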
# SR-BI uptake up = enhances SR-BI lipid uptake from DiI-HDL | CHO ldlA[mSR-BI] cells, DiI-HDL uptake fluorescence, 3 h; 100 = double the neutral-control signal | activation, % at 12.5 µM | 320,000 tested, 0.096% active | AID 504775;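 active means mean replicate activation of at least 60% and every replicate at or above 60%; inconclusive means mean or all-replicate condition met, but not both; inactive means mean below 60% and not all replicates reaching 60%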;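 further: 0% = median plate neutral-control signal and 100% = twice that signal; values of inactives mirror those of a sister screen read the other way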
#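 Material – SR-BI-overexpressing, LDLR-lacking CHO cells · Medium – BSA-supplemented, HEPES-buffered Ham's F12, pH 7.4 · Doses – single concentration · Times – compound with DiI-HDL co-incubation, 3 h at 37 °C · Measured by – bottom-read fluorescence, 550/595 nm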
# MITF act = activators of MITF-driven TRPM1 promoter activity in SK-MEL-5 cells. SK-MEL-5 TRPM1-promoter luciferase, 24 h; % of positive control, neutral wells = 0. activation, % at 12.5 µM. 300,000 tested, 0.75% active;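 active means mean activation of at least 80% with every replicate also reaching 80%; inconclusive means mean reaches 80% but some replicate falls short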;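 further: 0% = neutral control wells and 100% = parthenolide positive control wells; values of inactives mirror those of a sister screen read the other way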
# NSD2 HMT inh = NSD2 (human) methyltransferase inhibition. NSD2 peptide methylation, AlphaScreen, 120 min. inhibition, % at 12.5 µM. 310,000 tested, 0.54% active. AID 743445; in the data active means inhibition above about 50%
# PfHsp90 yeast 2 = reduces growth (ATP signal) of yeast expressing P. falciparum Hsp90; inhibition, % at 9.4 µM; S. cerevisiae expressing PfHsp90, BacTiter-Glo ATP, 48 h; yeast lacking PDR1 and PDR3 efflux regulators; 310,000 tested, 0.32% active;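 active means every replicate shows inhibition above about 80%, whatever the replicate mean, limit read from the data; inconclusive means mean inhibition reaches the set limit but some replicate falls short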;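 further: 0% = DMSO neutral controls and 100% = 20 µM radicicol positive controls; yeast relying on Plasmodium falciparum Hsp90 in place of its own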
# PvdQ inh = P. aeruginosa PvdQ acylase inhibition. purified PvdQ acylase, fluorescence plate reader. inhibition, % at 10 µM. 340,000 tested, 0.063% active; in the data active means inhibition above about 30%, passing the limit was not always enough; inconclusive means no clear call, values can overlap the other calls;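 further: 0% = vehicle neutral wells and 100% = reference inhibitor wells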
# CAL PDZ FP-2 = inhibitors of human CAL PDZ peptide binding; purified CAL PDZ, TMR-peptide fluorescence polarization, 1 h; inhibition, % at 20 µM; 330,000 tested, 0.02% active; AID 504414;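 active means highest replicate inhibition of at least 40%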;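 further: plate controls were DMSO neutral control wells for no effect and unlabeled competitor peptide control wells for full effect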
#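 Material: tagged CAL PDZ protein CerCALP, purified; buffer or medium: sodium phosphate/NaCl buffer pH 7.4 with TCEP, IgG, Thesit; also added: fluorescent TMR peptide probe; schedule: 1 h incubation at room temperature before polarization reading; technique: fluorescence polarization from S- and P-plane intensities, G-factor corrected; control set: unlabelled peptide and DMSO controls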
# dFosB activator = activators of mouse delta FosB homodimer; activation, % at 25 µM; P13346; 340,000 tested, 0.99% active; purified delta FosB, TAMRA-CDK5 oligo fluorescence polarization; percent of positive-control signal above neutral wells;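 active means mean activation above about 17%, with every replicate also reaching it, limit read from the data, passing the limit was not always enough; inconclusive means only one of the two conditions met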;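 further: fluorescence polarization rise as delta FosB binds a TAMRA Cdk5 AP-1 oligo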
# Target sequence (P13346 whole entry, looked up): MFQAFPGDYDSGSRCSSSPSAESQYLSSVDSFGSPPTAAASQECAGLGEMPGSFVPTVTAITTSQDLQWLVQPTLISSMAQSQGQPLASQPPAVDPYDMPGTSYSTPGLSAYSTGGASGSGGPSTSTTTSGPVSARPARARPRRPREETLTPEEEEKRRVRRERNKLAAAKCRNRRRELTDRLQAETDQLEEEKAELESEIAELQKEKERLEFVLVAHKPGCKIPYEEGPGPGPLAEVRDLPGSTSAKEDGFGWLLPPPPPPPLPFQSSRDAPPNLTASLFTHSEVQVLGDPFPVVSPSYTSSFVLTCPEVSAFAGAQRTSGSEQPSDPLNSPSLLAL
# An asterisk follows results filed as active; ? = inconclusive; · = no result given.
SMILES,CAL PDZ FP-1,Rtt109 HAT inh,SR-BI HDL uptake,SR-BI uptake up,MITF act,NSD2 HMT inh,PfHsp90 yeast 2,PvdQ inh,CAL PDZ FP-2,dFosB activator
CC(C)c1ccc(N(CC(=O)NCCSC(C)(C)C)S(C)(=O)=O)cc1,-3,·,-3,3,·,-1,·,14,-1.4,-12
Cn1c(CC(=O)Nc2ccccc2Cl)nnc1SCC(=O)Nc1nncs1,4,20,·,·,1,2,-15,3,-1.1,7
CCC1CCCCN1CC(=O)c1c(C)[nH]c2cc(C)ccc12 (configuration not stated),-4,10,-7,7,-16,8,-7,-4,0.2,-5
Cc1ccc2nc(SCC(=O)c3cc(C)n(C)c3C)[nH]c2c1,-4,2,18,-18,5,5,-6,-4,-0.1,3
O=C(NCCCn1ccnc1)c1cnn2c1NC(c1ccccc1)CC2C(F)(F)F (configuration not stated),0,1,-29,29,0,·,8,-16,-2.4,-1
O=C(N=Nc1c(O)[nH]c2ccccc12)c1cc(-c2cccs2)[nH]n1,1,-5,-159,?,12,-2,-22,-11,-0.5,71*
O=C(NCc1ccc(Cl)cc1Cl)c1ccc2nc[nH]c2c1,-3,6,-21,21,-7,-2,9,-12,-0.4,-10
Cc1ccc(N(C(=O)CNC(=O)c2ccco2)C(C(=O)NC2CCCC2)c2ccncc2)c(C)c1 (configuration not stated),0,-3,·,·,-11,·,-13,-1,0.2,-8
COc1ccc(C2C(C(=O)Nc3cccc(C)n3)c3ccccc3C(=O)N2C)cc1 (configuration not stated),-2,1,1,-1,-7,1,-2,5,-2.1,-1
CNc1cc(C(F)(F)F)nc(-c2ccccn2)n1,-1,2,-30,30,6,0,·,-13,-2.5,0
COc1ccc(CNC(=O)C(C)N2CCN(c3ccc(C(C)=O)cc3)CC2)cc1 (configuration not stated),7,3,·,·,5,-2,5,-3,-1.9,-8
CCOC(=O)CSc1nnc(CNC(=O)c2ccccc2OC)n1-c1ccc(OC)cc1,·,-2,-15,15,-6,3,-1,-6,-1.5,-6
O=C(O)c1cn(Cc2ccccn2)c(=O)c2ccccc12,-4,-4,-1,1,-5,-3,-27,-6,-1.0,-3
CCCCn1c(N)c(N(CCOC)C(=O)CN2C(=O)c3ccccc3C2=O)c(=O)[nH]c1=O,-9,-8,-11,11,-7,-2,-12,-17,·,2
O=C(c1ccc(-c2cccc([N+](=O)[O-])c2)o1)N1CCN(c2ccc([N+](=O)[O-])cc2)CC1,1,-7,71*,-71,-11,-1,-6,0,-1.5,-6
Cc1ccc(-c2cc(C(=O)N3CCN(c4ncccn4)CC3)c3ccccc3n2)cc1,2,6,48,-48,8,-52,-29,-3,·,-9
COc1cccc(-c2cc(C(F)(F)F)n3ncc(C(=O)N4CCc5ccccc5C4)c3n2)c1,-7,-6,62,-62,1,0,9,-9,0.0,-21
Cc1cc(C)cc(NC(=O)OCCN2CCN(Cc3ccccc3)CCC2=O)c1,-3,7,-12,12,·,·,-11,11,-0.6,-2
O=C(COC(=O)C1CCC1)Nc1cccc(S(=O)(=O)N2CCOCC2)c1,-4,18,-9,9,5,1,9,8,-1.6,-1
CCOc1ccc2nc(NC(=O)CS(=O)(=O)c3ccccc3)sc2c1,-5,4,9,-9,29,-1,-22,-14,-0.6,-8
COCCOC(=O)c1c(C)nc(SCC(=O)Nc2ccc(C)cc2)c(C#N)c1-c1ccco1,-5,2,24,-24,-2,4,22,0,-2.6,-7
COc1ccc2oc(-c3ccccc3[N+](=O)[O-])cc(=O)c2c1,1,-9,26,-26,62,-8,-6,10,-2.7,7
O=C(c1ccc(COc2c(F)c(F)c(F)c(F)c2F)o1)N1CCN(Cc2ccc3c(c2)OCO3)CC1,3,-7,8,-8,1,3,4,-1,0.0,-7
N=c1n(Cc2ccccc2)c2ccccc2n1CC(O)c1ccco1 (configuration not stated),0,-4,-4,4,-18,8,7,-14,0.0,-63
Cc1nn(C)c(C)c1-c1c(C#N)c(N)nc2c1CCCCCC2,1,-10,-8,8,6,1,-17,3,-1.4,0

# Twelve entries from above, as tab-separated lines.
SMILES	CAL PDZ FP-1	Rtt109 HAT inh	SR-BI HDL uptake	SR-BI uptake up	MITF act	NSD2 HMT inh	PfHsp90 yeast 2	PvdQ inh	CAL PDZ FP-2	dFosB activator
CC(C)c1ccc(N(CC(=O)NCCSC(C)(C)C)S(C)(=O)=O)cc1	-3	·	-3	3	·	-1	·	14	-1.4	-12
Cn1c(CC(=O)Nc2ccccc2Cl)nnc1SCC(=O)Nc1nncs1	4	20	·	·	1	2	-15	3	-1.1	7
CCC1CCCCN1CC(=O)c1c(C)[nH]c2cc(C)ccc12 (configuration not stated)	-4	10	-7	7	-16	8	-7	-4	0.2	-5
Cc1ccc2nc(SCC(=O)c3cc(C)n(C)c3C)[nH]c2c1	-4	2	18	-18	5	5	-6	-4	-0.1	3
O=C(NCCCn1ccnc1)c1cnn2c1NC(c1ccccc1)CC2C(F)(F)F (configuration not stated)	0	1	-29	29	0	·	8	-16	-2.4	-1
O=C(N=Nc1c(O)[nH]c2ccccc12)c1cc(-c2cccs2)[nH]n1	1	-5	-159	?	12	-2	-22	-11	-0.5	71*
O=C(NCc1ccc(Cl)cc1Cl)c1ccc2nc[nH]c2c1	-3	6	-21	21	-7	-2	9	-12	-0.4	-10
Cc1ccc(N(C(=O)CNC(=O)c2ccco2)C(C(=O)NC2CCCC2)c2ccncc2)c(C)c1 (configuration not stated)	0	-3	·	·	-11	·	-13	-1	0.2	-8
COc1ccc(C2C(C(=O)Nc3cccc(C)n3)c3ccccc3C(=O)N2C)cc1 (configuration not stated)	-2	1	1	-1	-7	1	-2	5	-2.1	-1
CNc1cc(C(F)(F)F)nc(-c2ccccn2)n1	-1	2	-30	30	6	0	·	-13	-2.5	0
COc1ccc(CNC(=O)C(C)N2CCN(c3ccc(C(C)=O)cc3)CC2)cc1 (configuration not stated)	7	3	·	·	5	-2	5	-3	-1.9	-8
CCOC(=O)CSc1nnc(CNC(=O)c2ccccc2OC)n1-c1ccc(OC)cc1	·	-2	-15	15	-6	3	-1	-6	-1.5	-6

# More compounds:
SMILES,CAL PDZ FP-1,Rtt109 HAT inh,SR-BI HDL uptake,SR-BI uptake up,MITF act,NSD2 HMT inh,PfHsp90 yeast 2,PvdQ inh,CAL PDZ FP-2,dFosB activator
CCCNC(=O)OCc1cccnc1Sc1ccc(C)cc1,0,-4,11,-11,35,-7,-4,-6,-0.2,0
O=C(N=c1nc2ccccn2s1)c1ccccc1,10,3,-3,3,1,-1,39,-7,-3.0,-8
CCCCCNC(=O)c1ccc2c(=O)[nH]c3c(C(=O)NCC4CCCO4)sc(=S)n3c2c1 (configuration not stated),6,-1,16,·,-5,32,51,-9,-0.1,-8
Cc1cccc(-n2c(CNC(=O)c3ccc(S(=O)(=O)N(C)C)cc3)nnc2SCC(=O)Nc2ccc(F)cc2)c1,-3,1,14,-14,-7,1,4,-12,-4.7,-16
O=C(CSc1nnnn1C1CCCC1)N1CCCc2ccccc21,-3,0,16,-16,9,-3,5,9,-0.4,-1
CCOC(=O)c1cnn2c(C(F)(F)F)cc(-c3ccccc3)nc12,-4,-1,17,-17,12,-5,-2,-4,-1.7,-8
CCOC(=O)C1=C(O)C(=O)N(c2ccc(S(N)(=O)=O)cc2)C1c1ccc(Cl)cc1 (configuration not stated),-3,-4,-30,30,-17,0,-12,-6,-1.8,-3
CCCCn1c(SCC(=O)Nc2oc(C)c3c(C)n[nH]c(=O)c23)nc2cc(S(N)(=O)=O)ccc21,·,-14,-8,8,-1,2,-2,-15,-1.2,0
CCC(C)c1ccc(NC(=O)NCCN2CCCCC2)cc1 (configuration not stated),·,6,5,-5,-1,1,17,-12,-0.8,-4
CCc1nc(SCC(=O)c2cccc([N+](=O)[O-])c2)n[nH]1,-3,-5,5,-5,-1,-2,12,-9,-1.2,-1
O=C(CSc1nc2ccccc2c(=O)n1CC1CCCO1)Nc1ccccc1 (configuration not stated),·,23,·,·,3,-2,10,3,-0.9,-11
CCOC(=O)c1c(/N=C/c2ccc(C)cc2O)sc2c1CCN(C)C2,1,2,-3,3,-11,10,1,2,-3.1,0
O=C(CNC(=O)c1ccc(Cl)cc1Cl)OCn1nnc2ccccc2c1=O,-2,8,-11,11,-2,-1,·,-5,-2.4,-13
O=C(NNC(=O)[C@@H]1CCCC[C@@H]1C(=O)O)c1cccs1,2,-10,-25,25,4,-6,-12,0,-0.8,-1
COc1cc(/C=C(/NC(=O)c2ccccc2)C(=O)Nc2ccc(O)cc2)c([N+](=O)[O-])cc1OC,-1,4,-12,12,10,1,-7,-8,-0.3,-9
CC1(C)Cc2ccccc2C(NNC(=O)c2cccnc2)=N1,-3,3,-14,14,-1,6,12,-10,0.2,3
CC(=O)Nc1cccc(OCC(=O)NCCC2=CCCCC2)c1,-3,-3,-10,10,12,-1,·,-11,-1.7,-1
CCOc1ccc(/C=N/NC(=O)CC(=O)Nc2ccc(Cl)c(Cl)c2)cc1,2,7,-13,13,11,·,-13,-4,1.3,?
COc1cc(/C=N/N=C2/NC(=O)C(CC(=O)O)S2)ccc1OCc1cccc(Cl)c1 (configuration not stated),-4,2,58,-58,5,0,-11,0,-2.1,-3
Cc1nnc(NC(=O)CN2C(=O)NC3(CCCC3)C2=O)s1,-4,-9,-7,7,4,0,-2,-8,1.0,1
CCOc1ccc(C(=S)N2CCCC2)c(OCC)c1,0,-7,14,-14,·,-1,5,-10,-0.3,-3
O=C1O/C(=C\C(=O)N2CCOCC2)c2ccccc21,-5,16,18,-18,-17,31,-30,17,0.3,-5
O=C(CCN1CCCCO1)N1CCCC(Nc2ccc(F)cc2)C1 (configuration not stated),-6,-4,9,-9,0,5,-16,-7,0.1,3
Cc1ccc2c(c1)CCCN2C(=O)c1ccncc1,·,2,7,-7,-6,16,30,2,0.0,-1
CCOC(=O)c1c(C)[nH]c(N=Nc2ccc(C)cc2)c1C,-2,0,31,-31,124*,9,-16,-14,-2.6,-5
CN1CCc2c(n(CC(O)CNCc3ccccc3)c3ccccc23)C1=O (configuration not stated),-3,-1,-23,23,-1,5,-13,-11,-1.8,-1
CCOC(=O)c1ccc(NC(=O)Nc2ccon2)cc1,-3,-2,12,-12,-2,·,-1,-6,-1.4,-2
O=C1c2ccccc2C(=O)C1(CO)c1ccccc1,-2,-6,2,-2,19,3,12,-12,-1.5,2

# Compound activity as filed in PubChem BioAssay.
